ERK EGF block – inhibitors of EGF-stimulated ERK signaling pathway; 130,000 tested, 0.41% active; Potency, µM (highest dose often 11.5 µM), inactives show at the top dose activity change, negative = inhibition, usual class: inhibitors; AID 1454; HEK293-V1b, EGF-stimulated phospho-ERK AlphaScreen; active = well fitted inhibition curve with a large enough effect; inconclusive = small, poorly fitted or top-dose-only effect, or effect the other way;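 also: plate controls were stimulated vehicle wells for no effect and unstimulated vehicle basal for full effect; nearly all actives have a fitted effect of over 55% in size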
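Compounds are titrated over HEK293-V1b cells kept overnight in 1% FBS. After 30 min at 37C, EGF (25 nM final) triggers ERK phosphorylation for 5 min, measured by AlphaScreen in lysates.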
* = called active by the depositor; u = inconclusive; [ ] = dose if it differs, or a comment. Potency is read from the fitted curve at half-maximal effect.

structure	ERK EGF block
COc1ccccc1NC(=O)N1CCCC1C(=O)Nc1ccc2c(c1)OCCO2 (stereo not given)	3%
Cc1onc(-c2ccccc2)c1CNC(=O)Nc1cccc(Cl)c1	3%[57.5 µM]
CCOC(=O)c1ccc(NC(=O)CC2C(=O)OCCN2CC)cc1 (stereo not given)	3%
COCCn1c(SCC(=O)Nc2ccc(C)cc2)nc2c(oc3ccccc32)c1=O	5%
Cc1cc(C(=O)NNC(=S)NC(C)c2ccccc2)cs1 (stereo not given)	-9%
Cc1cc(-c2csc(NCc3ccccc3)n2)c(C)n1C	3%
CN(C)S(=O)(=O)c1cccc(NC(=O)CCNC(=O)c2ccccc2Cl)c1	3%
Cc1ccc(N2C(=O)C3NN=C(C(=O)OCc4ccccc4)C3C2=O)c(C)c1 (stereo not given)	4%
Cn1cc(S(=O)(=O)CC(=O)Nc2ccc3c(c2)OCCO3)c2ccccc21	16%
Cc1ccccc1C(=O)Nc1cccc(-c2ccc3nncn3n2)c1	9%
CC(C)Cn1c(C(C)C)nc([N+](=O)[O-])c1Sc1ccc(Cl)cn1	1%
Cc1cccc(NC(=O)/C(C#N)=C\c2cn(CC(=O)O)c3ccccc23)c1	15%
Nc1c(C(=O)N2CCCC2)sc2nc(-c3ccccc3)ccc12	1%[57.5 µM]
C[C@@H](C[C@@H](O)[C@H](O)C(C)(C)O)[C@@H]1CC[C@]2(C)C3=CC[C@H]4C(C)(C)C(=O)CC[C@]4(C)[C@H]3CC[C@@]12C	-7%
COc1cc(C(C)=O)ccc1Oc1ncnc2c1cnn2-c1ccccc1	2%
Cc1cnc(NC(=O)c2nn(C)cc2[N+](=O)[O-])s1	0%
Cn1c(SCC(=O)O)nnc1-c1ccc2ncccc2c1	-3%[57.5 µM]
Clc1ccc(-c2cc3ccccc3nc2N2CCOCC2)cc1	u
CC(C)c1ccc(/C=C/C(=O)NC2CCCCC2)cc1	-4%
N/C(=N\c1nc2c(c(=O)[nH]1)CCCC2)Nc1ccc(Oc2ccccc2)cc1	5%
COc1cc(/C=C(\C#N)C(=O)Nc2cccc3ncccc23)ccc1O	-16%
CC(C)CCN1CCN(Cc2ccc(C(F)(F)F)cc2)CC1CCO (stereo not given)	-7%
S=c1[nH]c(-c2ccccc2)cs1	-4%
O=[N+]([O-])c1cc(C(F)(F)F)ccc1N1CCCNCC1	-13%
CCN1CCN(c2c(Cl)cccc2NC(=O)c2ccc3nsnc3c2)CC1	-15%[57.5 µM]
COc1ccc(C)cc1NC(=O)CNc1ccccc1CN(C)C1CCCCC1	-4%
CC(C)Nc1nnc(SCC(=O)NCc2ccc3c(c2)OCO3)s1	10%
CC(C)NC(=O)COC(=O)Cn1[nH]c(=O)c2ccccc2c1=O	3%
CC(C)C[C@@H](CC(=O)N[C@@H](CCCN)CC(=O)N[C@@H]1CCNC[C@H]1C(=O)N[C@H](CC(=O)N[C@@H](CCC(=O)O)CC(=O)O)CC(C)C)NC(=O)[C@@H]1CNCC[C@H]1N	0%
COc1ccc(-n2nc3c(c2NC(=O)c2ccc(N4C(=O)CCC4=O)cc2)CSC3)cc1	-8%
Cc1ccc(N/C=C(\C2OC(=O)c3ccccc32)[N+](=O)[O-])c(C)c1 (stereo not given)	0%
CC1(C)Cc2nc(N3CCCC3)c(C#N)cc2CO1	-4%
CN(c1ncc(C(F)(F)F)cc1Cl)N1C(=O)c2cccc(N)c2C1=O	-4%
N#Cc1ccc(CN2CCCC3(CCNCC3)C2)cc1	-1%
S=c1[nH]cnc2scc(-c3ccc(Cl)cc3)c12	1%[57.5 µM]
O=C(C1=NNCC1c1ccc(Cl)cc1)C1CO1 (stereo not given)	10%
COc1ccc(-n2c(=O)cnc3cnc(Oc4cccc(Cl)c4)nc32)cc1	7%
Cc1nc2cc(F)ccc2n1C1CCN(C(=O)c2c(F)cccc2F)CC1	26%
Cn1c(=O)c2c(nc(CN3CCCCC3)n2Cc2c(F)cccc2Cl)n(C)c1=O	-2%[57.5 µM]
CN(/C(=N/S(=O)(=O)c1cccs1)c1ccccc1)c1ccc(O)cc1	3%
CCN(CC)CCNC(=O)CSc1c2c(nc3cc(Cl)ccc13)CCCC2	-1%
O=C(Nc1nc2ccccc2s1)NC1CCCCC1	5%
CCOC(=O)N1CCC(N(CCN(C)C)C(=S)Nc2cccc(SC)c2)CC1	3%
CSC1=NC(C)(C)CC2(C)Nc3ccccc3N12 (stereo not given)	-3%
NC(=O)c1ccc(CN2CCC(Cc3ccccc3)CC2)cc1	-4%
c1ccc(Nc2c(-c3ccco3)nc3ccccn23)cc1	-1%
CCOC(=O)c1sc(NC(=O)Nc2cccc(Cl)c2)cc1C	u
O=C1ON=C(c2ccccc2)/C1=C\c1ccco1	u
Cc1ncc(CN2CCCC(CCC(=O)NCc3ccccc3F)C2)s1 (stereo not given)	6%
CCNC(=S)Nc1ccc2cn[nH]c2c1	-15%
COc1ccc(N2CCN(C(=O)c3ccc4c(=O)n(CCc5ccc(OC)c(OC)c5)c(=O)[nH]c4c3)CC2)cc1	u
COc1cccc2c(=O)cn[nH]c12	7%
Nc1nc(Cl)nc2ccc(Br)cc12	2%
O=C(Nc1ccc(N2CCOCC2)c(Cl)c1)c1cccnc1Cl	8%
COc1cc2c(cc1OC)C(C(=O)c1ccc(OC)c(OC)c1O)=NCC2	-1%
COc1cc(/C=N/NC2=NCCCCC2)ccc1O	0%[57.5 µM]
Cc1cc(C)cc(NC(=O)C(Sc2ncnc3ccccc23)c2ccccc2)c1 (stereo not given)	6%
COc1ccccc1CNc1ncnc2cc(OC)c(OC)cc12	u
CC12CN3CCN(CC(C3)/C1=N\NC(=O)c1ccccc1N)C2	4%[57.5 µM]
COc1ccc(-c2cn[nH]c2-c2ccc(OCc3ccc([N+](=O)[O-])cc3)cc2O)cc1	u

Three of these compounds in a different format.
ERK EGF block	canonical_smiles
5%	O=C(Nc1nc2ccccc2s1)NC1CCCCC1
3%	CCOC(=O)N1CCC(N(CCN(C)C)C(=S)Nc2cccc(SC)c2)CC1
-3%	CSC1=NC(C)(C)CC2(C)Nc3ccccc3N12 (stereo not given)

Remaining list, next part.
structure	ERK EGF block
CN1C(=O)/C(=C\C=C2/CCCN2C)N(C)C1=S	2%
CCCN1CCN(c2ccc(S(N)(=O)=O)cc2[N+](=O)[O-])CC1	-7%
O=C(Cn1c2ccc(F)cc2c2nc3n(c(=O)c21)CCS3)Nc1ccccc1C(F)(F)F	-5%
COC(=O)c1c(NC(=O)CN2C(=O)c3ccccc3C2=O)sc(Cc2ccc3c(c2)OCO3)c1C	5%
Cc1nnsc1C(=O)N/N=C/c1ccccc1	6%
O=C(N/N=C/c1ccc(O)cc1)/C(=C/c1ccccc1)CCO	7%
COc1ccc(CN2CCNC(=O)C2CC(=O)N2CCCCO2)c(OC)c1 (stereo not given)	1%
CCOc1cc(/C=N/NC(=O)Cc2ccc(C(F)(F)F)cc2[N+](=O)[O-])ccc1O	5%
O=C(NCc1ccccc1)C1Cc2ccccc2CN1C(=O)c1ccco1 (stereo not given)	-9%
CCOC(=O)n1c(O)c(N=NC(N)=S)c2cc(C)ccc21	-3%[57.5 µM]
CO/N=C(\C(=O)N[C@@H]1C(=O)N2C(C(=O)O)=C(CSc3nc(=O)c(O)nn3C)CSC12)c1csc(N)n1 (stereo not given in full)	10%
C=C1c2cc3c(cc2NC(=S)N1Cc1ccccc1)OCO3	-2%[57.5 µM]
O=C(c1ccccc1)N1CCN(C(=S)NCc2ccco2)CC1	10%
Nc1ccc(N2CCCCC2)c(Cl)c1	5%
CCOc1ccc2c(c1)OC(c1ccccc1)(C(F)(F)F)NC2=O (stereo not given)	6%
CCc1cc2c(=O)n(Cc3ccco3)c(SCC(=O)N(C)C3CCS(=O)(=O)C3)nc2s1 (stereo not given)	-6%
CCC(=O)Nc1ccc2c(c1)nc1n2CCN(C2CCCCC2)C1	1%
O=C(OCc1cc(=O)n2cc(Br)ccc2n1)c1ccc(Cl)c(S(=O)(=O)NCc2ccccc2)c1	6%
CCCCc1ccc(-n2nnnc2SCC(=O)Nc2cc(OC)c([N+](=O)[O-])cc2C)cc1	-5%
Cc1cccc(-n2cc(CN(C)Cc3nccn3C)c(-c3cccc(F)c3)n2)c1	-7%
CCC[n+]1cn(/C(C(=S)Nc2cccc(Cl)c2C)=C(/[O-])c2ccc(OC)c(OC)c2)c2ccccc21	0%
CCOC(=O)c1cc(NC(=O)/C=C\C(=O)O)ccc1Cl	-3%
CC1=NN(C(N)=S)C(=O)C1N=Nc1ccc(O)cc1 (stereo not given)	-8%
Cc1ccnc2nc(C(=O)OCC(=O)NCCc3ccccc3)nn12	-2%
Cc1cccc(-n2c(O)c(C=Nc3ccccc3-c3n[nH]c(=S)[nH]c3=O)c3ccccc3c2=O)n1	-2%[57.5 µM]
CCc1cc2c(NC3CCCC3)ncnc2s1	1%
Cc1cc(NS(=O)(=O)c2ccc(NC(=O)CSc3nnc(-c4ccco4)n3C)cc2)nc(C)n1	3%
CCOC(=O)Cc1csc(/N=C/c2c(O)n(-c3ccc(C)c(C)c3)c(=O)c3ccccc23)n1	7%
CCOc1ccc(-n2c(=O)c3c4c(sc3n(CC(=O)NCC3CCCO3)c2=O)CCC4)cc1 (stereo not given)	-4%
COc1ccc(OC)c(NC(=S)NCc2ccc(S(N)(=O)=O)cc2)c1	3%
O=C(CSc1nnc(SCc2ccccc2)s1)N/N=C/c1c[nH]c2ccccc12	-3%
Cc1c(Nc2nc(-c3ccc(Cl)cc3)cs2)c(=O)n(-c2ccccc2)n1C	5%
Cc1cccc(CNc2cc(-c3ccccc3CN(C)C)ncn2)c1	20%
O=C(CCn1cnnn1)Nc1ccc(Cl)cc1Cl	12%
CCOC(=O)c1sc(S(C)=O)c2c1CCc1conc1-2 (stereo not given)	7%[57.5 µM]
O=C(Nc1ccc(Cl)cn1)c1ccc2c(Cl)c3c(nc2c1)CCC3	-12%[57.5 µM]
O=C(Nc1cccnc1)Nc1ccc(Cl)cc1Cl	-12%
CSc1ccccc1C(=O)C1CCCN(C(=O)c2cc(C(C)C)no2)C1 (stereo not given)	-5%
CN(Cc1ccccc1)C(=O)COC(=O)Cn1cnc2ccccc21	2%
O=C(CO/N=C/c1ccccc1OC(F)F)NC1CCCC1	-4%

Quoted from the listing:
In ERK EGF block, CCC[n+]1cn(/C(C(=S)Nc2cccc(Cl)c2C)=C(/[O-])c2ccc(OC)c(OC)c2)c2ccccc21 has 0%
In ERK EGF block, Cc1cccc(-n2c(O)c(C=Nc3ccccc3-c3n[nH]c(=S)[nH]c3=O)c3ccccc3c2=O)n1 has -2%[57.5 µM]

Next section.
structure	ERK EGF block
O=C(CNC(=S)NC(=O)c1cccs1)c1ccccc1	0%
CCOc1ccc(-c2nnn(CCC#N)n2)cc1OC	8%
O=C(CCc1c[nH]c2ccccc12)NCC1COc2ccccc2O1 (stereo not given)	8%
Cc1ccc(C(C)NC(=O)c2ccco2)cc1 (stereo not given)	8%
C/C=C/Cn1c(N(C)Cc2ccccc2)nc2c1c(=O)[nH]c(=O)n2C	2%
O=c1[nH]ncc(N/N=C\c2cccnc2)c1Cl	-3%[57.5 µM]
O=C(NCc1nnc2c3ccccc3c(-c3ccccc3)nn12)c1ccccc1Cl	-15%
CCOC(=O)CCC(NC(=O)CCCCCCCCC(=O)NC(CCC(=O)OCC)C(=O)OCC)C(=O)OCC (stereo not given)	-2%
Cc1[nH][nH]c(=O)c1C=NCc1cccs1	-4%
O=C(NC1CCCCCC1)C(=S)NCCc1ccccc1	-6%
Oc1ccc(-c2[nH]ncc2-c2cnn(-c3ccccc3)c2)c(O)c1	1%
O=C(CN1CCN(c2ccc(F)cc2)CC1)Nc1ccc(-n2cnnn2)cc1	-3%
O=C(c1cccc(NS(=O)(=O)c2ccc(F)c(F)c2)c1)N1CCN(C(c2ccccc2)c2ccccc2)CC1	7%
O=C(NCc1nnc(SCC(=O)N2CCCc3ccccc32)o1)c1c(F)cccc1Cl	-5%
O=C(CCNC(=O)c1ccccc1Cl)Nc1cc(C(F)(F)F)ccc1Cl	0%
COc1cccc(C(=O)COc2cccc(NC(=O)c3ccco3)c2)c1	-3%
Cc1cccc(NCc2ccccc2OCc2ccccc2F)c1	7%
COc1ccc(OC)c(-c2c(C#N)c(N)nc3c2c(=O)nc2sccn23)c1	-3%
Cc1ccc(OCC(=O)Nc2cc(S(=O)(=O)N3CCCCC3)ccc2C)c([N+](=O)[O-])n1	-1%
COc1ccc(Br)cc1/C=N/NC(=O)c1cccc(S(=O)(=O)N2CCOCC2)c1	-11%
Nc1ccc(C(=O)N2CCCC2)cc1	2%
O=C(CN1C(=O)C2C3C=CC(C3)C2C1=O)Nc1nncs1 (stereo not given)	-6%

Four compounds already listed, arranged by molar mass, ascending.
structure	ERK EGF block
Cc1[nH][nH]c(=O)c1C=NCc1cccs1	-4%
O=C(CNC(=S)NC(=O)c1cccs1)c1ccccc1	0%
COc1ccc(OC)c(-c2c(C#N)c(N)nc3c2c(=O)nc2sccn23)c1	-3%
O=C(NCc1nnc(SCC(=O)N2CCCc3ccccc32)o1)c1c(F)cccc1Cl	-5%

Bioassay records as filed in PubChem.

The list is partial; the hit share may differ from the screen's.
